# Screening results (PubChem)
# ST2 inh = inhibitors of human ST2 (IL1RL1) binding to IL-33. Q01638. AlphaLISA ST2-Fc/biotin-IL-33 interaction, 1 h. inhibition, % for hits at 17 µM. hit rate 2.3% among 78,000; in the data active means inhibition above about 30%; inconclusive means mostly about 10% to 28%
# Target sequence (Q01638 whole entry, looked up): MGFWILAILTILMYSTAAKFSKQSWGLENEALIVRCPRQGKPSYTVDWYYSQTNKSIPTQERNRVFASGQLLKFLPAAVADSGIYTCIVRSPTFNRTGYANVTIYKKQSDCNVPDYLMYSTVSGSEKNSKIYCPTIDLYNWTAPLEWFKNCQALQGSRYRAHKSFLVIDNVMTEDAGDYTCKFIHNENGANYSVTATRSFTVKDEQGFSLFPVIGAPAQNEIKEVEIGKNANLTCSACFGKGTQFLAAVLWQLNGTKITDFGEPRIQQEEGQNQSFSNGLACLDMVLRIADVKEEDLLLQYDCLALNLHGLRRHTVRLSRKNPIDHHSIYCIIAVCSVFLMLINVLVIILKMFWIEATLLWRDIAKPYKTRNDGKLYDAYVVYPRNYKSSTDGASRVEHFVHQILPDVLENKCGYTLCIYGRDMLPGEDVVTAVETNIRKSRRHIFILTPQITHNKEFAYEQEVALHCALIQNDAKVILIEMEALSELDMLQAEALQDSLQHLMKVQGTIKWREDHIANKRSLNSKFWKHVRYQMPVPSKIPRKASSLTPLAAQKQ
# Active calls of the source: *; i = inactive; ? = inconclusive. The list is partial, so the mix of outcomes need not match the whole.
SMILES	ST2 inh
O=C(Nc1ccc(=O)n2c1[C@@H]1C[C@@H](CN(C(=O)COc3ccccc3)C1)C2)c1ccccc1	i
Cc1cccn2c(=O)c3cc(C(=O)N4CCN(C(=O)c5ccco5)CC4)n(C)c3nc12	i
CCSC[C@H](N)C(=O)N1CCC(c2nn(C)c(=O)n2-c2ccccc2)CC1	i
c1cnc2nc([C@H]3CCN(C4CCOCC4)C3)[nH]c2c1	i
COc1ccc2cc3cc(C(=O)N4CCN(c5ccccc5)CC4)oc3nc2c1	?
Cc1cccc(C(=O)Nc2ccc(C)c(OCc3cc(=O)n4cccc(C)c4n3)c2)c1	33%*
CCN(CC)C(=O)c1sc2ncnc(N3CCN(c4ccccn4)CC3)c2c1C	i
Cc1cccc(C)c1NC(=O)CSc1nc2ccc([N+](=O)[O-])cc2s1	i
Cc1cc2nc(Cc3cc(Br)ccc3F)c(=O)[nH]c2cc1C	i
O=c1cccc(-c2ccc(Br)cc2)o1	?
CC(C)(O)C#Cc1ccc(-c2nccn2-c2cccc(N3CCNC3=O)c2)cc1	?
CCOC(=O)C(Cc1c[nH]c2ccccc12)NC(=O)COc1ccccc1 (centres undefined)	i
Cc1ccc(C2C(C#N)=C(N)Oc3c2c(C)nn3-c2ccccc2)cc1 (centres undefined)	?
Cc1nnsc1CN(C)C(=O)c1ccccc1-c1ncn[nH]1	i
COC(=O)C1=C(NC(=O)c2ccc(Cl)cc2)CCS1	i
O=C(CSc1nc2c([nH]c3ccccc32)c(=O)n1-c1ccc(Cl)cc1)N1CCOCC1	?
CN(CC(=O)NCc1cccs1)S(=O)(=O)c1ccc2c(c1)CCC(=O)N2	i
COc1ccc(NC(=O)CSC2=Nc3ccccc3C3=NC(CC(C)C)C(=O)N23)c(OC)c1 (centres undefined)	?
COc1ccccc1-n1c(SCC(=O)N2CCCCCC2)nc2c(c1=O)SCC2	i
Cc1nn2cc(CNC(=O)CN3CCOc4ccccc4C3)nc2s1	i

SMILES	ST2 inh
CN(C)c1nc2nonc2nc1NC1CCC1	?
COCc1nc2c(c(=O)[nH]1)C1(CCCCC1)Cc1ccccc1-2	i
O=S(=O)(NCCC1CCCN(Cc2ccco2)C1)C1CC1 (centres undefined)	i
COc1cccc2c1OC1(C)CC2NC(=O)N1c1ccccc1 (centres undefined)	i
CCOc1cc(-c2ccc(O)cc2)cc(=O)c2c(C)oc(C)c12	i
COc1ccc(-c2nnc([C@H]3CCN(C(=O)C4CC4)C3)o2)cc1	i
CCOc1ccccc1NS(=O)(=O)c1ccc2c(c1)CCN2C(=O)C1CC1	i
CCn1c(=O)[nH]c2ccc(Br)cc2c1=O	?
CCN(Cc1nc(COC)no1)C(=O)c1csnn1	i
O=c1[nH]c(-c2ccc(Cl)cc2)nc2ccccc12	i
Cc1ccc(C2C(C(=O)c3ccccc3)=C(N)OC3=C2C(=O)CCC3)cc1 (centres undefined)	i
CC(C)c1cc(C2CCN(C(=O)c3c4c(nn3C)CCCC4)CC2)[nH]n1	i
COc1cccc2c1OC1(C)CC2NC(=O)N1c1ccc(F)cc1 (centres undefined)	i
Cc1sc2ncn(CC(=O)Nc3ccc(F)cc3)c(=O)c2c1S(=O)(=O)N1CCN(C)CC1	i
O=C(NCCCn1ccnc1)c1ccccc1C(=O)c1ccccc1	i
O=C1CCC2(CCCO2)CCN1Cc1cncn1C1CC1 (centres undefined)	?
CSc1ccc(C2C(C(=O)Nc3ccc(F)cc3)=C(C)NC3=C2C(=O)CC(C)(C)C3)cc1 (centres undefined)	i
O=C(COc1ccc(F)cc1)Nc1c(C(=O)Nc2ccccc2F)oc2ccccc12	i
COCc1cc(=O)[nH]c(N=C(N)Nc2cccc(Cl)c2)n1	i
O=C(CCS(=O)(=O)c1ccc(Br)s1)NCc1ccccc1	i

SMILES	ST2 inh
O=C(NCc1cnc(-c2ccccc2)s1)c1ccc([N+](=O)[O-])cc1	?
O=C(c1ccccc1Br)N1N=C(C2CCCCC2)CC1(O)C(F)(F)F (centres undefined)	i
Oc1ccccc1-c1nnc2n1N=C(c1ccc(Br)cc1)CS2	i
CN1c2ccccc2N(C)C1c1ccc2c(c1)OCO2	i
Cn1c(=O)[nH]c2ncn(C)c2c1=O	i
CC(C)CN(CC(C)C)S(=O)(=O)c1ccc2c(c1)CCN2C(=O)C1CC1	i
CCOC(=O)c1c(-c2ccccc2)oc2cc(Br)c(OCC(=O)OC)cc12	?
COCCNC(=O)c1ccc(C(C)C)cc1	i
CC1=NN(c2ccc(Br)cc2)C(=O)/C1=C\c1ccc(N(C)C)c([N+](=O)[O-])c1	i
Cc1ccc(C(O)C(C)C)cc1 (centres undefined)	i
O=C(CC(=O)Nc1ccccc1)Nc1ccccc1	?
Cc1cc(CN2C(=O)c3ccccc3C2=O)on1	i
Cc1cc(Cl)ccc1OC(C)C(=O)NCc1ccc2c(c1)OCO2 (centres undefined)	?
Cc1cnn(C(C)CNC(=O)c2cc(COc3cccc(F)c3)[nH]n2)c1 (centres undefined)	i
CCN(CC)S(=O)(=O)c1ccc(C(=O)N2CCN=C2SCc2ccc(Cl)cc2)cc1	i
CCc1c(C)cc(C(=O)N2CCCC(O)(CN(C)C)C2)c(=O)n1C (centres undefined)	?
Cc1ccc(N=C2NC(=O)CC(C(=O)Nc3ccccc3C(F)(F)F)S2)cc1 (centres undefined)	i
N#CC1=C(N)OC(c2ccccc2)=C(n2cncn2)C1c1ccc(Br)cc1 (centres undefined)	?
CCOC(=O)c1oc2ccccc2c1NC(=O)c1ccc(C(C)(C)C)cc1	i
COC(=O)c1c(NC(=O)c2cc3ccccc3oc2=O)sc2c1CCC(C)C2 (centres undefined)	i

SMILES	ST2 inh
Cc1nc(SCc2ccc(Cl)cc2)nc2ccccc12	i
OCCC1CN(Cc2cccc3cnccc23)CCN1C1CCCCC1 (centres undefined)	i
COc1ccccc1CNC(=O)c1cccc(Cl)c1	i
COC(=O)c1coc(CN2C[C@H]3CC=C(C)C[C@H]3C2)n1	i
CCCCn1c(CN(C)C(C)c2ccccc2OC)cnc1S(=O)(=O)CC (centres undefined)	?
O=C(c1cccc(S(=O)(=O)N2CCCCC2)c1)N1CCCCC1	i
CN1CCCN(c2ncccc2CNC(=O)c2c[nH]c3ccccc23)CC1	i
COc1ccc(C(=O)Nc2nnc(C(C)(C)C)s2)cc1[N+](=O)[O-]	i
O=C(Nc1c[nH]c(=O)[nH]c1=O)c1ccc(N2C(=O)CCC2=O)cc1	i
COc1ccc(NC(=O)N2Cc3[nH]cnc3C[C@H]2c2nc(-c3cccc([N+](=O)[O-])c3)no2)cc1	i
Cc1cccc(C(C2=C(O)CC(C)(C)CC2=O)C2C(=O)CC(C)(C)CC2=O)c1 (centres undefined)	i
CCn1c2ccccc2c2cc(NC(=O)CSc3cc(=O)n(C)c4ccccc34)ccc21	i
Cc1nn(Cc2ccccc2)c(C)c1NC(=O)c1noc2c1CC(C(C)(C)C)CC2 (centres undefined)	?
Cc1ccc(NS(=O)(=O)c2ccc3[nH]c(=O)c(=O)[nH]c3c2)cc1Cl	i
O=C(c1cnc(N2CCN(c3ccccn3)CC2)c2ccccc12)N1CCCC1	?
O=C(CS(=O)(=O)c1c[nH]c2ccccc12)N1CCCCCC1	i
CCCCN(C)CCNC(=O)c1cn(CC(C)C)c(=O)c2c1c1ccccc1n2C	i
Cc1ccc(N2C(=O)c3c(C)nc4ccccc4c3C2=O)cc1	?
CCS(=O)(=O)N1CCCC(C(=O)NCc2ccccn2)C1 (centres undefined)	i
CN1CCN(C(=O)c2cn(C)c(=O)c3c2c2ccccc2n3C)CC1	i

# Three compounds drawn at random from the list so far:
SMILES	ST2 inh
O=C(CS(=O)(=O)c1c[nH]c2ccccc12)N1CCCCCC1	i
Cc1nn(Cc2ccccc2)c(C)c1NC(=O)c1noc2c1CC(C(C)(C)C)CC2 (centres undefined)	?
COc1ccc(NC(=O)N2Cc3[nH]cnc3C[C@H]2c2nc(-c3cccc([N+](=O)[O-])c3)no2)cc1	i

# Molecules listed so far containing a thiophene ring, fused or not, in the order listed:
SMILES	ST2 inh
CCN(CC)C(=O)c1sc2ncnc(N3CCN(c4ccccn4)CC3)c2c1C	i
CN(CC(=O)NCc1cccs1)S(=O)(=O)c1ccc2c(c1)CCC(=O)N2	i
Cc1sc2ncn(CC(=O)Nc3ccc(F)cc3)c(=O)c2c1S(=O)(=O)N1CCN(C)CC1	i
O=C(CCS(=O)(=O)c1ccc(Br)s1)NCc1ccccc1	i
COC(=O)c1c(NC(=O)c2cc3ccccc3oc2=O)sc2c1CCC(C)C2 (centres undefined)	i

# Later entries
SMILES	ST2 inh
COc1ccc(S(=O)(=O)N2CCN(c3nc(C)cc(N4CCOCC4)n3)CC2)cc1	i
COC(=O)c1cccc(CN2C(=O)SC(Nc3ccc(Cl)cc3)C2=O)c1 (centres undefined)	i
CC1(C)[C@@H]2CC[C@]1(CS(=O)(=O)Nc1ccc(Cl)cc1)C(=O)C2	i
Cc1ccc2c(c1)c1c(n2CCC#N)CCN(C)C1	42%*
Cc1nc(-c2ccccc2)ncc1C(=O)NCC1(O)CCCNCC1 (centres undefined)	i
Cc1ccc(Nc2cc(C)nc(Nc3ccc(NC(=O)C4CCCCC4)cc3)n2)cc1	30%*
OCc1nc2ccccc2n1CCCOc1ccccc1	i
COc1ccccc1-n1c(O)c(C=Nc2ccc(C)cc2)c2ccccc2c1=O	34%*
CCOC(=O)C1=C(Nc2ccccc2)CC(C)(O)C(C(=O)OCC)C1c1ccccc1 (centres undefined)	i
O=C(N[C@H]1C[C@H]2C(=O)NC[C@@H](CCC(=O)N3CCN(c4ccccn4)CC3)N2C1)c1cccs1	33%*
O=C(CCS(=O)(=O)c1cccc2nonc12)N1CCc2ccccc21	?
CC1=C(C(=O)N(CC2CCN(C3Cc4ccccc4C3)CC2)CC2CCCO2)OCCO1 (centres undefined)	?
CCSCCOC(=O)C1=C(C)NC2=C(C(=O)C(C(=O)OC)C(C)C2)C1c1ccccc1OC (centres undefined)	i
COc1ccc(C2C(C(=O)N3CCCC(C)C3)c3cc(OC)c(OC)cc3C(=O)N2C)cc1 (centres undefined)	?
O=C(NCCSc1c[nH]c2ccccc12)c1ccc2ccccc2c1	i
COc1ccccc1-c1coc2cc(OC(=O)c3ccccc3)ccc2c1=O	i
O=C1NCCN(Cc2ccoc2)C1CC(=O)N1CCN(c2cccc(C(F)(F)F)c2)CC1 (centres undefined)	i
Cc1cc(N2CC(C)OC(C)C2)nc2ccccc12 (centres undefined)	i
COc1ccccc1-c1ccnc(N[C@H]2CO[C@H]3[C@@H]2OC[C@@H]3NC(=O)CCC(=O)O)n1	?
COC(=O)c1c(NC(=O)c2cccc(Oc3ccccc3)c2)sc2c1CCN(C)C2	?

# Grouped by structure, the entries above containing a tert-butyl group (3)
SMILES	ST2 inh
CCOC(=O)c1oc2ccccc2c1NC(=O)c1ccc(C(C)(C)C)cc1	i
COc1ccc(C(=O)Nc2nnc(C(C)(C)C)s2)cc1[N+](=O)[O-]	i
Cc1nn(Cc2ccccc2)c(C)c1NC(=O)c1noc2c1CC(C(C)(C)C)CC2 (centres undefined)	?

# Following part:
smiles,ST2 inh
COCCn1c(CNC(=O)Cc2cccc(OC)c2)nc2cccnc21,i
Cc1nc2c(c(=O)n1C)CN(C(=O)c1ccccc1C1CCNC1)C2 (centres undefined),i
CC(=O)c1cccc(NC(=O)CN(c2cccc([N+](=O)[O-])c2)S(C)(=O)=O)c1,i
Cc1ccc(-n2cnnc2)cc1NC(=O)CN(C)C,i
CCCSc1nnc2c(n1)OC(c1cccnc1)N(C(C)=O)c1ccccc1-2 (centres undefined),i
CC(C)C1CN(C(=O)c2cccc(-c3cn[nH]c3)c2)CCC(=O)N1CC1CC1 (centres undefined),i
COc1ccc(Cn2c(CNC(=O)c3cccc(OC)c3)nc3cccnc32)cc1,?
CNC(=O)C(=O)Nc1cccc(Cl)c1Cl,i
O=C(O)C1CCCCN1S(=O)(=O)c1ccccc1 (centres undefined),i
O=C1NCCN(C(=O)c2ccc(Cn3cnnn3)cc2)C1c1cccc(F)c1 (centres undefined),?
CN1CC2(CCCN(Cc3ccc(S(C)(=O)=O)cc3)C2)OC1=O (centres undefined),?
CC1(C(=O)NCc2cccnc2)CCC(=O)N1Cc1cccs1 (centres undefined),i
O=C(CSc1nc(-c2ccco2)nc2cc(=O)[nH]n12)NCCCc1ccccc1,i
Cc1ccc(C(=O)Nc2cccc(NC(=O)c3ccco3)c2)c(Cl)c1,i
Clc1ccc(OCCNCc2ccco2)cc1,i

smiles,ST2 inh
O=C(NCc1cccnc1)C1CCC(=O)N1Cc1ccccc1Cl (centres undefined),i
O=[N+]([O-])c1ccc(CSc2nnnn2-c2ccccc2F)cc1,?
COc1cc(C(=O)Nc2ccc(O)c(C(=O)O)c2)cc(OC)c1OC,i
COc1ccc(Cl)cc1Nc1ncnc2c1cnn2-c1ccc(Cl)cc1,i
CCOC(=O)CSc1nc(CC)c(C)cc1C#N,i
COc1c(Br)cc(Br)cc1/C=C1/C(=O)N=C(N)N1C,?
COCC(=O)N1CCCN(CC2=Cc3cccc(OC)c3OC2)CC1,i
CSCC(=O)NCCC[C@H](NC(=O)[C@@H]1[C@@H](NC(=O)NC(C)C)CCN1C(=O)CSC)C(N)=O,?
C#CCOC1(c2ccc(Cl)cc2)OC(=O)c2ccccc21 (centres undefined),i
O=C(Nc1ccc(-c2cn3ccccc3n2)cc1)c1cc2cc(Br)ccc2oc1=O,i
Cc1cc(C)c(NC(=O)c2cnc3sccn3c2=O)c(C)c1,i
Cc1ccc(CN2CC[C@H](c3nnc(-c4ccco4)o3)C2)o1,i
COCCNC(=O)C1CC(=O)N(C2CCCCCCC2)C1 (centres undefined),i
O=C1CC(C(F)(F)C(F)F)=Nc2ccccc2N1,?
O=C(C1CCCN(Cc2c[nH]c3ccccc23)C1)N1CCCCCC1 (centres undefined),i
Cn1ccnc1C(NC(=O)c1cn2c(n1)CNCC2)C1CC1 (centres undefined),?
COc1ccccc1Nc1nc(-c2ccc(F)cc2)cs1,i
COc1ccc(C(=O)N2C[C@H](O)[C@@H](N3CCC4(CC3)OCCO4)C2)cc1,i
